PREPL inhibitor: human PREPL enzyme inhibition. Q4J6C6. recombinant PREPL, fluorescence polarization activity-based probe. inhibition, % at 5.96 µM. 320,000 compounds, 0.68% hits. AID 2751; in the data active = inhibition above about 43%;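 also: 0% = enzyme with DMSO and 100% = wells lacking enzyme; many of its hits are not listed in these tables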
Target sequence (Q4J6C6 whole entry, looked up): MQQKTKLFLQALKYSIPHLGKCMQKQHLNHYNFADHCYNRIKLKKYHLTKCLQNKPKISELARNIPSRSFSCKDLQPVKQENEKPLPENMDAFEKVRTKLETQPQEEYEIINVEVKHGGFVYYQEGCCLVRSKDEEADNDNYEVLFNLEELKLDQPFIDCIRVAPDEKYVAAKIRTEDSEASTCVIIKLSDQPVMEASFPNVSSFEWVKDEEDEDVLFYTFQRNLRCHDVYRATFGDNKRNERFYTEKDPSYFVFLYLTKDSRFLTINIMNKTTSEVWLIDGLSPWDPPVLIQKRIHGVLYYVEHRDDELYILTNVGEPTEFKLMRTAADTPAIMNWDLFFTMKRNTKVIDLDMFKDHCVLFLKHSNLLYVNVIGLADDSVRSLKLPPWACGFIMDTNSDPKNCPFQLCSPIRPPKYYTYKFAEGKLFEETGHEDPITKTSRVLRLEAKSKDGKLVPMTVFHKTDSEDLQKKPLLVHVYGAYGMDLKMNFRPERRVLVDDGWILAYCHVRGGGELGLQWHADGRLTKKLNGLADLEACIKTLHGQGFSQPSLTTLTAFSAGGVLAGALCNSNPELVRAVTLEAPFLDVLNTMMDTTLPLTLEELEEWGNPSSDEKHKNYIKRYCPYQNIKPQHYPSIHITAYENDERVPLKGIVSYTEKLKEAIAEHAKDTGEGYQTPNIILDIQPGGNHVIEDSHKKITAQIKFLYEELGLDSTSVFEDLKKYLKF
ZTA DNA inh: blocks Epstein-Barr virus ZTA, an EBNA-1 counter-screen; inhibition, % at 11 µM; ZTA-DNA binding, fluorescence polarization; 320,000 compounds, 0.15% hits; P03206; in the data active = inhibition above about 33%
LYPLA1 inh: LYPLA1 (human) inhibition in PME1 counter-screen. O75608. recombinant LYPLA1, FP-Rh probe fluorescence polarization. inhibition, % at 5.9 µM. 320,000 compounds, 0.16% hits;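 active = inhibition above the mean of all tested compounds plus 3 SD, set per campaign, cut at about 14% in these data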;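 also: inhibitors block serine hydrolase probe labeling of LYPLA1 so polarization falls; 0% = enzyme with DMSO and 100% = wells lacking LYPLA1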
LYPLA2 counter: LYPLA2 (human) inhibition in PME1 counter-screen. recombinant LYPLA2, FP-Rh probe fluorescence polarization. 320,000 compounds, 0.38% hits. AID 2177. inhibition, % at 5.9 µM;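 active = inhibition above the screen-wide mean plus 3 SD, limit set per campaign, cut at about 26% in these data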;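 also: 0% = LYPLA2 with DMSO and 100% = wells lacking LYPLA2 enzyme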
Target sequence (O95372 whole entry, looked up): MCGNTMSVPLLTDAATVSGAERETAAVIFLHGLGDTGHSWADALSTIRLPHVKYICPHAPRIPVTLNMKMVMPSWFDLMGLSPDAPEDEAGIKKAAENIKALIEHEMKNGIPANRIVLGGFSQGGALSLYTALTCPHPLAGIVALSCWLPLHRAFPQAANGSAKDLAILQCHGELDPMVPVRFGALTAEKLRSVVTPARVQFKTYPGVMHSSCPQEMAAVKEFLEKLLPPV
PAFAH1B2 inh: inhibitors of human PAFAH1B2. P68402. 340,000 compounds, 1.2% hits. AID 492953. inhibition, % at 3.39 µM. recombinant PAFAH1B2, FP-rhodamine activity probe, fluorescence polarization;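 active = inhibition above the mean of all tested compounds plus 3 SD, cut at about 24% in these data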;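 also: 0% = enzyme with DMSO and 100% = wells lacking PAFAH1B2; many of its hits are not listed in these tables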
pPAFAH inh: inhibitors of human plasma PAF acetylhydrolase (pPAFAH); recombinant pPAFAH, FP-rhodamine probe fluorescence polarization; inhibition, % at 3.39 µM; 330,000 compounds, 1.5% hits;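 active = inhibition above the mean inhibition across the screen plus 3 SD, cut at about 25% in these data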;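 also: inhibitors block binding of the rhodamine activity-based probe so polarization drops; 0% = enzyme with DMSO and 100% = wells lacking pPAFAH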
EBNA-1 inh: blocks EBNA-1 binding to DNA; 300,000 compounds, 0.34% hits; AID 1950; EBNA-1 DNA binding, fluorescence polarization; inhibition, % at 14.8 µM; in the data active = inhibition above about 28%
PAFAH1B3 FP inh: inhibitors of human PAFAH1B3; recombinant PAFAH1B3, FP-rhodamine probe, fluorescence polarization; 340,000 compounds, 0.28% hits; inhibition, % at 3.39 µM; AID 492972; Q15102;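 active = inhibition above the screen-wide average of all tested compounds plus 3 SD, cut at about 25% in these data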;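 also: 0% = enzyme with DMSO only and 100% = wells lacking PAFAH1B3 protein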
PAFAH2 FP inh: PAFAH2 (human) inhibition. recombinant PAFAH2, FP-rhodamine activity probe, fluorescence polarization. inhibition, % at 3.39 µM. Q99487. 340,000 compounds, 0.99% hits;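 active = inhibition above the mean over all tested compounds plus 3 SD, cut at about 30% in these data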;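 also: inhibitors block probe labeling of enzyme so polarization drops; 0% = enzyme with DMSO and 100% = wells lacking PAFAH2 protein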
* hit, by the source's call; . = no result given. A portion of the library, so the mix of outcomes need not match the whole.

SMILES | PREPL inhibitor | ZTA DNA inh | LYPLA1 inh | LYPLA2 counter | PAFAH1B2 inh | pPAFAH inh | EBNA-1 inh | PAFAH1B3 FP inh | PAFAH2 FP inh
CC1CS(=O)(=O)CCN1N=Cc1ccc([N+](=O)[O-])o1 (configuration not stated) | 2 | 1 | -3 | 3 | 2 | -4 | -2 | 8 | 11
COC(=O)C1=C(C(=O)OC)[N+]2=C3N(C(=O)NC2(C)C)[C@H](CO)C[C@@]32c3ccccc3N(Cc3ccccc3)[C@@H]12 | -1 | -8 | 3 | 0 | -7 | 0 | 0 | 8 | 4
CCN(CCCc1ccccc1)CCCc1ccccc1 | -40 | -6 | 0 | 3 | 5 | 5 | 7 | 2 | 0
CCc1c(C#N)sc(C(N)=O)c1CC | -1 | 4 | 0 | -5 | 2 | 2 | -3 | 4 | -4
CN(c1ccccc1)c1cc(Br)nc(Br)c1 | -2 | -3 | -3 | -2 | 6 | -2 | 2 | 12 | 2
CCn1c(-c2ccccc2O)n[nH]c1=S | 18 | -11 | 6 | -5 | 4 | 5 | -5 | 6 | 1
COc1ccc(S(=O)(=O)Nc2ccc3c(c2)OCO3)cc1Cl | 3 | -3 | 0 | 12 | 1 | 7 | 0 | 1 | 0
CC1=NN(C(C#N)c2ccccc2O)C(C)(C)C1 (configuration not stated) | 14 | -6 | 5 | 5 | 6 | 0 | 7 | 6 | -7
O=C(CSc1nnc(-c2ccccc2)n1Cc1ccco1)Nc1ccc2c(c1)OCCO2 | 24 | -14 | -3 | 3 | 0 | 2 | -7 | 1 | 8
COc1ccc(CNC(=O)C2CCN(S(=O)(=O)c3c(C)n[nH]c3C)CC2)cc1 | -2 | -11 | -2 | -4 | -7 | 1 | -4 | 11 | -1
O=C(NC1CC1)c1cccc(Br)c1 | -1 | -5 | -3 | 4 | 1 | 5 | -3 | 4 | 4
COc1ccc(NC(=O)CN(c2ccccc2)S(=O)(=O)c2ccccc2)c(OC)c1 | -6 | -7 | 4 | -2 | 3 | 2 | -2 | 8 | 3
COc1ccc(S(=O)(=O)N2CCC(C(=O)NCc3ccncc3)CC2)cc1Cl | 16 | -10 | -2 | -4 | 7 | 0 | 0 | 11 | -2
Cc1ccc(C)c(-n2c(-c3cccnc3)n[nH]c2=S)c1 | -3 | 6 | -3 | -1 | 9 | 4 | 4 | -2 | 2
NNC(=S)Nc1ccc(Cl)cc1 | -3 | 13 | -2 | -1 | 0 | -3 | 0 | 4 | 1
CCOCCCN(C)C1CCN(C(=O)c2oc3ccccc3c2NC(=O)Cc2ccc(F)cc2)CC1 | 8 | 4 | 0 | 4 | -3 | 5 | 3 | 9 | 1
COc1ccc(-n2nc(C(=O)O)c3ccccc3c2=O)c(OC)c1 | 2 | -5 | 1 | 3 | 2 | 4 | -3 | 4 | 4
O=C1CC2(CCN(C(=O)c3ccccc3Cl)CC2)Oc2ccccc21 | 18 | 7 | 1 | 0 | 5 | 7 | -2 | 4 | 5
Cc1ccc(-c2onc3ccc(C4(C)OCCO4)cc23)cc1 | 1 | 6 | -1 | -1 | -1 | 8 | 8 | -4 | -10
COc1ccccc1/C=N/N1CCN(Cc2ccccc2Cl)CC1 | 7 | 3 | 2 | 0 | 6 | 3 | -6 | 16 | 1
CC(C)(C)OC(=O)C[C@@H]1C/C=C\C[C@H](CC(=O)N(CCO)Cc2ccccc2)C(=O)N2CCC[C@@H]2COC1=O | 15 | . | . | . | 6 | 0 | . | 11 | 2
Cc1ccc(CCNC(=O)C2=CCN(S(=O)(=O)c3ccccc3)CC2)cc1 | 5 | 12 | -1 | 0 | 21 | 7 | 1 | 10 | 0
O=C(Nc1cccc(-c2nnc(-c3ccco3)o2)c1)C(c1ccccc1)c1ccccc1 | -2 | -10 | -45 | -93 | -20 | -28 | -9 | -50 | -85
Cc1nc(NC(=O)/C=C/c2ccc(C(C)(C)C)cc2)sc1C(=O)N(C)C | 5 | -12 | -3 | -6 | 3 | 6 | 5 | -4 | -12
Cc1ccc(N2C(=O)[C@@H]3[C@H](C2=O)[C@H]2C=CC=NN2[C@@H]3C(=O)Nc2ccccc2)cc1 | 38 | 5 | -3 | -6 | 1 | 15 | 10 | -3 | 15

Complete entries, quoted from the list:
`COc1ccc(NC(=O)CN(c2ccccc2)S(=O)(=O)c2ccccc2)c(OC)c1` is listed with PREPL inhibitor = -6; ZTA DNA inh = -7; LYPLA1 inh = 4; LYPLA2 counter = -2; PAFAH1B2 inh = 3; pPAFAH inh = 2; EBNA-1 inh = -2; PAFAH1B3 FP inh = 8; PAFAH2 FP inh = 3
`CC1=NN(C(C#N)c2ccccc2O)C(C)(C)C1` (configuration not stated) is listed with PREPL inhibitor = 14; ZTA DNA inh = -6; LYPLA1 inh = 5; LYPLA2 counter = 5; PAFAH1B2 inh = 6; pPAFAH inh = 0; EBNA-1 inh = 7; PAFAH1B3 FP inh = 6; PAFAH2 FP inh = -7

Some of the entries so far, comma-delimited.
SMILES,PREPL inhibitor,ZTA DNA inh,LYPLA1 inh,LYPLA2 counter,PAFAH1B2 inh,pPAFAH inh,EBNA-1 inh,PAFAH1B3 FP inh,PAFAH2 FP inh
NNC(=S)Nc1ccc(Cl)cc1,-3,13,-2,-1,0,-3,0,4,1
COc1ccc(-n2nc(C(=O)O)c3ccccc3c2=O)c(OC)c1,2,-5,1,3,2,4,-3,4,4
CN(c1ccccc1)c1cc(Br)nc(Br)c1,-2,-3,-3,-2,6,-2,2,12,2
CCOCCCN(C)C1CCN(C(=O)c2oc3ccccc3c2NC(=O)Cc2ccc(F)cc2)CC1,8,4,0,4,-3,5,3,9,1
COc1ccc(CNC(=O)C2CCN(S(=O)(=O)c3c(C)n[nH]c3C)CC2)cc1,-2,-11,-2,-4,-7,1,-4,11,-1

Returning to the listing, repeating the two entries before the break.
SMILES | PREPL inhibitor | ZTA DNA inh | LYPLA1 inh | LYPLA2 counter | PAFAH1B2 inh | pPAFAH inh | EBNA-1 inh | PAFAH1B3 FP inh | PAFAH2 FP inh
Cc1nc(NC(=O)/C=C/c2ccc(C(C)(C)C)cc2)sc1C(=O)N(C)C | 5 | -12 | -3 | -6 | 3 | 6 | 5 | -4 | -12
Cc1ccc(N2C(=O)[C@@H]3[C@H](C2=O)[C@H]2C=CC=NN2[C@@H]3C(=O)Nc2ccccc2)cc1 | 38 | 5 | -3 | -6 | 1 | 15 | 10 | -3 | 15
O=C(OCC(=O)C12CC3CC(CC(C3)C1)C2)c1ccccn1 | 5 | 8 | -1 | -10 | 25* | -4 | -6 | 4 | 0
COc1ccccc1/C=C/C(=O)NCC(=O)N=Nc1c(O)[nH]c2ccccc12 | 3 | 9 | 2 | 4 | 2 | 3 | 1 | -1 | 0
Cc1ccc(S(=O)(=O)CCC(=O)OCC(=O)NNC(=O)c2ccc([N+](=O)[O-])cc2)cc1 | 7 | 7 | -1 | -1 | -1 | 4 | . | -2 | -3
COC(=O)C1CCN(C(=O)c2sc3nc(-c4ccccc4)cn3c2C)CC1 | -14 | 10 | -3 | 0 | 6 | 3 | 11 | 5 | 9
COCCN(Cc1cc2cc(C)ccc2n2nnnc12)C(=S)Nc1ccc(C)cc1 | 9 | 7 | 0 | 3 | 4 | 2 | 4 | 0 | -1
CC1(C)CC(=O)C(C=NCCN2CCN(C3CC(=O)N(c4ccc(F)cc4)C3=O)CC2)=C(O)C1 (configuration not stated) | -6 | 10 | -1 | -1 | 3 | 2 | 3 | 0 | 8
CCC(CC)c1nnc(NC(=O)c2cc(C(=O)OC)cc([N+](=O)[O-])c2)s1 | 3 | 11 | 0 | 1 | 0 | 3 | 4 | 11 | 14
COc1ccccc1NS(=O)(=O)c1cc(NC(=S)NCCN2CCOCC2)ccc1N1CCOCC1 | 8 | -14 | 1 | 2 | 0 | 4 | 12 | 1 | 9
COc1ccc(OCC(O)CN(CCO)CC(O)Cn2ccc3ccccc32)cc1 (configuration not stated) | 21 | -16 | 3 | 0 | 7 | -1 | -17 | 7 | 3
CCC(NC(=O)CCl)c1ccc(C)cc1 (configuration not stated) | 7 | -2 | 2 | 8 | 14 | 1 | 5 | 7 | -3
COC(=O)[C@@]12CCCN1[C@H](c1ccc(-c3ccc(OC)cc3)cc1)[C@@H]1C(=O)N(C)C(=O)[C@@H]12 | 20 | 12 | -3 | -9 | 11 | 0 | -7 | 4 | -7
COc1ccc(-c2cnc3n2CCCCC3)cc1 | 7 | -11 | -3 | -3 | 4 | 1 | 0 | 3 | 6
COc1ccccc1-c1ccc(SCC(=O)N2CCOCC2)nn1 | 14 | -3 | 2 | 8 | 2 | 3 | 1 | 2 | 1
Cc1c(Br)c([N+](=O)[O-])nn1CCCC(=O)N1CCN(c2ccccc2)CC1 | 27 | 12 | 3 | 7 | 2 | 4 | 12 | 11 | 7
N#Cc1ccc(CSc2nnc(-c3cnccn3)o2)cc1 | 0 | -7 | 4 | 7 | 6 | 1 | 5 | 7 | 8
Cc1sc2nc(CN3CCCC3)nc(N3CCN(S(=O)(=O)c4cccc(F)c4)CC3)c2c1C | 25 | -2 | -2 | 0 | 2 | 4 | . | -9 | 5
COc1ccc(CCNc2ccc(N3C(=O)CC(C)C3=O)cc2[N+](=O)[O-])cc1OC (configuration not stated) | -1 | -3 | 3 | 3 | -1 | 3 | 2 | -1 | -2
Cc1cc(C(=O)OCC(=O)N2CCc3ccccc32)ccc1[N+](=O)[O-] | 16 | -12 | -3 | 12 | -6 | 3 | . | 7 | 13
CCn1c(SCC(=O)Nc2ccc(Br)cn2)nnc1C1CC1 | -1 | -5 | -3 | 2 | 4 | 1 | -8 | 4 | -2
C[C@H](NC(=O)C1CCN(S(=O)(=O)c2ccccc2)CC1)C(=O)NCc1ccco1 | -3 | 10 | -1 | 0 | 1 | 0 | -9 | 5 | 10
Cc1nc(SCc2ccccc2)nc2c1CCC2 | 10 | -5 | 2 | 12 | 5 | 5 | 10 | 9 | 5
COc1ccc(C(=O)/C(=C\c2ccco2)N2C=CC=CC2=C(C#N)C#N)cc1 | 7 | 9 | -1 | -4 | -2 | 1 | -6 | 6 | -5
CCOc1ccc(C(=O)Nc2ccc(Cl)cn2)cc1Cl | -15 | 5 | -6 | -2 | 3 | 3 | 1 | 9 | 1
CCNC(=O)NC(=O)C(C)OC(=O)CNS(=O)(=O)c1c(Cl)cc(Br)cc1Cl (configuration not stated) | 9 | 3 | -4 | 0 | 8 | -6 | -6 | 6 | 9
CN(C)/C=C1\C(=O)Nc2ccccc21 | 0 | -8 | 1 | -3 | 0 | 0 | 3 | 1 | 7
CCc1cc(=O)oc2cc(OCC(=O)NCCCn3ccnc3)c(Cl)cc12 | -2 | -3 | 0 | -2 | -3 | -1 | -14 | 11 | 6
COc1ccc(CCNC(=O)C2CCCN2C(=O)Nc2ccc(C)cc2)cc1OC (configuration not stated) | 10 | -1 | 2 | 0 | -3 | 0 | 4 | -2 | 1
Cc1ccccc1C(=O)NC1CCN(CC(=O)NCc2ccccc2)CC1 | 2 | 18 | 1 | 11 | 8 | 5 | 2 | 15 | 4
COc1ccc(O)c(C=Nc2cc(NC(C)=O)c(Cl)cc2Cl)c1 | -1 | -5 | -4 | -4 | 5 | 1 | 0 | -2 | -2
CCOC(=O)C1(Cc2cccc(OC)c2)CCN(Cc2ccc(OC)c(OC)c2)CC1 | 8 | 17 | -6 | -1 | -6 | 2 | -11 | 3 | -1
